High-throughput results from PubChem BioAssay.
BaF3 tox – parental Ba/F3 cell viability inhibition, counter-screen for JAK2V617F inhibitor project, murine pro-B, CellTiter-Glo luminescence. CellTiter-Glo ATP luminescence. inhibition, % at 5.6 µM. actives 1.1% (n = 220,000). AID 1486, 2009;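 active = inhibition above a per-campaign cutoff, the mean inhibition of all tested compounds plus 3 SD, cut at about 27% in these data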;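 also: 0% = DMSO wells and 100% = JAK Inhibitor I control wells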
Wee1 stabilizer – Wee1 degradation inhibitors, primary screen, cell-based, HeLa, Wee1K328M-luciferase, luminescence; HeLa Luc-Wee1K328M stability; 100% = proteasome inhibitor MG132 effect; reporter increase, % at 5 µM; actives 1.2% (n = 220,000); AID 1321, 2008;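 active = activation above the mean of all tested compounds plus 3 SD, set per screening run, cut at about 8.8% in these data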;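 also: cells exposed to compound for 20 h before luminescence read; 0% = DMSO alone and 100% = MG132 at 30 µM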
Target sequence (P30291 whole entry K328M): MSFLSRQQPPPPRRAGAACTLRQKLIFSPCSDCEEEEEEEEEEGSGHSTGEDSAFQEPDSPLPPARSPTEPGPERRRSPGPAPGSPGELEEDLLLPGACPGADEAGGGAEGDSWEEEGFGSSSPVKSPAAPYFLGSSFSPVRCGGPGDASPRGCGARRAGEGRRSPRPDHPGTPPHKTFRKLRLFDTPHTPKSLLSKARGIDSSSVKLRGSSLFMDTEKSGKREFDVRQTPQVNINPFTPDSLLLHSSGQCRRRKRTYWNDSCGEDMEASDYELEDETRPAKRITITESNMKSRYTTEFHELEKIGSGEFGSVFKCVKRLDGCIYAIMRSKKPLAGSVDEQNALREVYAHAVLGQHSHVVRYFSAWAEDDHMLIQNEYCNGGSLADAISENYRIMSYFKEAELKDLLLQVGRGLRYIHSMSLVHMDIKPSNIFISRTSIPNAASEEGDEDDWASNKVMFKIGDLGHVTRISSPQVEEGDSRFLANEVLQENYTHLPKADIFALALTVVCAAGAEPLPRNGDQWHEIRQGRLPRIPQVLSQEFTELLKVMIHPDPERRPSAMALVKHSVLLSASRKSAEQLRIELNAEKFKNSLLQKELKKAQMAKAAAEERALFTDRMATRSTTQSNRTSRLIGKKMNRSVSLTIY
eIF4E 4G PPI – eIF4E–eIF4G protein interaction inhibitors, primary screen, biochemical, uHTS, TR-FRET, eIF4GI fragment; TR-FRET eIF4E-eIF4GI(517-606) binding, 2 h; inhibition, % at 21.7 µM; actives 0.37% (n = 220,000);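 active = inhibition above about 30%, limit read from the data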;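 also: 0% = full FRET control wells and 100% = background wells lacking eIF4GI fragment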
NPY2 pot ag – NPY-Y2 potentiators or agonists, primary screen, cell-based; Neuropeptide Y receptor type 2 (Homo sapiens), P49146; cells expressing NPY-Y2, potentiator/agonist read-out; activation, % at 3.6 µM; actives 0.45% (n = 220,000); AID 1359, 2008; in the data active = activation above about 27%;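 also: cells stimulated with NPY near EC25 plus isoproterenol at EC100; 0% = vehicle plus submaximal agonist and 100% = vehicle plus saturating agonist; some results beyond the cut were filed as inactive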
Target sequence (P49146 whole entry, looked up): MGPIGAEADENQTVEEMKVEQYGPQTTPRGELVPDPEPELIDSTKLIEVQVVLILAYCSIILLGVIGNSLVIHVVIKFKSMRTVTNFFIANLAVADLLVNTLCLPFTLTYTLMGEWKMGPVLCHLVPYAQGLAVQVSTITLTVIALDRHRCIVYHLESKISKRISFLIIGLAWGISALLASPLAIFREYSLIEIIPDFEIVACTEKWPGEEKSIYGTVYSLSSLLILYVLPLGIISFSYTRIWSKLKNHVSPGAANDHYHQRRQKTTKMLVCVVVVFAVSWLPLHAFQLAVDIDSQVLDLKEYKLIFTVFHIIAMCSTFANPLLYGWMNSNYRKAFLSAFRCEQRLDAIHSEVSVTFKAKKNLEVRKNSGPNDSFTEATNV
S1P4 antag – S1P4 receptor antagonists, primary screen, cell-based; Sphingosine 1-phosphate receptor 4 (Homo sapiens), O95977; S1P4-expressing cells, antagonist mode, reporter read-out; inhibition, % at 4.98 µM; actives 0.26% (n = 220,000); AID 1510, 2009; in the data active = inhibition above about 29%;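 also: 0% = wells stimulated with agonist and 100% = vehicle wells without agonist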
Mdm2 ligase inh – MDM2-luciferase reporter signal enhancers, primary screen, MDM2 E3 ligase inhibitor project, cell-based, luminescence, 1536-well; actives 0.11% (n = 210,000); signal enhancement, % at 5 µM; E3 ubiquitin-protein ligase Mdm2 (Homo sapiens), Q00987; cell-based MDM2 ubiquitination luciferase reporter, 2 h; 0 = plate control, 100 = twice control, blank-subtracted;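 active = signal enhancement of 30% or more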;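 also: luminescence tracks abundance of the self-degrading MDM2-luciferase fusion protein; higher signal means inhibition of MDM2 E3 ligase activity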
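System: stable MDM2–luciferase fusion reporter cells / Input: 2000 cells seeded into each well / Schedule: 4 h settle plus 2 h compound, 37 °C / Compound: single-point 5 µM / Buffer or medium: cells held in DMEM / Benchmarks: control and blank well means / Evaluation: percent signal gain over controls, blank-subtracted / Measured by: luciferase luminescence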
Ba/F3 V617F tox – reduced viability of JAK2V617F-dependent Ba/F3 cells, primary screen, JAK2V617F inhibitor project, cell-based, Ba/F3 EpoR-JAK2V617F, luminescence. ATP luminescence. inhibition, % at 5.6 µM. actives 1.1% (n = 220,000);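 active = inhibition above the campaign mean plus 3 SD over all tested compounds, cut at about 24% in these data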;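 also: cytokine-independent growth of Ba/F3 cells driven by EpoR plus mutant JAK2; 0% = DMSO-treated cells and 100% = JAK inhibitor I control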
S1P4 ag – S1P4 receptor agonists, primary screen, cell-based | AID 1509, 2009 | Sphingosine 1-phosphate receptor 4 (Homo sapiens), O95977 | actives 0.35% (n = 220,000) | S1P4-expressing cell line, agonist reporter assay | activation, % at 4.98 µM; in the data active = activation above about 11%;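 also: 0% = DMSO vehicle and 100% = reference agonist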
PERK inhibitor – block of dimerizer-induced PERK translation repression, primary screen, PERK inhibitor project, CHO PERK-DD cells, SEAP luminescence, HTS; Eukaryotic translation initiation factor 2-alpha kinase 3 (Homo sapiens), Q9NZJ5; CHO PERK-DD fusion, SEAP luminescence translation reporter; AID 1416, 2008; inhibition, % at 5.6 µM; actives 0.17% (n = 220,000);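 active = inhibition above the mean inhibition of all tested compounds plus 3 SD, set separately per screening campaign, cut at about 2.9% in these data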;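 also: PERK kinase domain activated by AP20187 dimerizer at 100 nM; 0% = DMSO with dimerizer and 100% = rapamycin at 8.4 µM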
An asterisk follows results filed as active; . = no result given; & = joins results of further samples; [ ] = dose if it differs, or a comment. This is a random part of the collection; about 4.1% have a hit in one of these screens.

compound	BaF3 tox	Wee1 stabilizer	eIF4E 4G PPI	NPY2 pot ag	S1P4 antag	Mdm2 ligase inh	Ba/F3 V617F tox	S1P4 ag	PERK inhibitor
COC(=O)COc1cccc(-n2cnnn2)c1	6	0	4[fluorescence artefact?]	-23	-6	-2	3	-0.7	0.9
CC(C)N1CCN(Cc2cccc3nonc23)CC1CCO (centres undefined)	1	4	-1	1	-12	5	-1	0.2	0.4
CC1CCN(CC(=O)N2c3ccccc3CC2C)CC1 (centres undefined)	0	3	-2	-4	0	-20	-2	-0.2	2.5
Cc1cccc(NC(=S)NC23CN4CN(CN(C4)C2)C3)c1C	1	2	-4	-2	-21	-29	0	-1.8	0.7
COc1ccc(CC(=O)NCc2ccc3c(c2)OCO3)cc1	-1	0	-8[fluorescence artefact?]	0	3	-3	-4	0.9	0.3
O=C(/C=C/c1cccc([N+](=O)[O-])c1)n1cnc2ccccc21	1	1	4	-5	12	49*	-1	-0.1	2.0
Cc1cc(Nc2ccccc2)n(-c2nc3ccccc3[nH]2)n1	11	0	-3	9	14	-6	5	-0.1	-1.4
COc1ccc(NC(=O)N2CCCC2C(=O)NCc2ccc(F)cc2)cc1 (centres undefined)	6	0	1	-5	-9	.	4	1.9	0.1
O=C(C1=C[C@@H](c2coc3ccccc3c2=O)C[C@@H](OCCCCO)O1)N1CCN(Cc2ccccc2)CC1	3	-1	4	-22	11	.	6	-0.9	-0.1
O=C1CSC(c2ccccn2)N1c1ccc(Br)cc1 (centres undefined)	4	-2	0	17	-14	-12	2	0.1	0.7
Nc1ccc(CSc2ccc(Cl)cc2)cc1	2	4	0	15	-15	-2	-2	0.4	0.5
COc1ccnc(N=CNOCc2cccc(C(F)(F)F)c2)c1C#N	2	-3	2	-3	5	-11	2	2.0	1.1
c1ccc(CN2CCN(c3nc(N4CCOCC4)c4ccccc4n3)CC2)cc1	2	-1	.	-12	36*	.	-2	0.1	-0.3
Oc1c(N=NC(=S)Nc2ccccc2F)c2ccccc2n1Cc1ccccc1Cl	5	-5	-2	-2	-19	-14	3	-0.7	0.3
CC(=O)Nc1cccc(NC(=O)C2CCCN2C(=O)Nc2cccc(F)c2)c1 (centres undefined)	3	2	0	14	-22	-4	0	0.9	1.0
Cn1c(=O)c2c(nc(Br)n2C/C=N/NC(N)=S)n(C)c1=O	2	0	6	-2	6	-12	-3	0.7	1.3
CCOC(=O)C(NC(=O)c1cccc(Cl)c1)(Nc1nnc(C)s1)C(F)(F)F (centres undefined)	1	4	2	21	-9	-2	0	0.0	0.0
Cc1nn(-c2ccccc2)c(N)c1C(c1ccccc1)c1c(C)nn(-c2ccccc2)c1N	7	-1	-3	13	-10	-10	-2	-0.7	-0.5
O=C(CCCN1C(=O)/C(=C\c2ccccc2)SC1=S)Nc1ccc(O)cc1	5	-3	2	14	9	-8	0	-1.1	0.7
COc1cccc(-c2nc3ccc([N+](=O)[O-])cc3o2)c1	2	0	4	-12	-7	-22	3	0.6	0.1

compound	BaF3 tox	Wee1 stabilizer	eIF4E 4G PPI	NPY2 pot ag	S1P4 antag	Mdm2 ligase inh	Ba/F3 V617F tox	S1P4 ag	PERK inhibitor
OCn1c2ccccc2c2ccccc21	2	0	-5	-43	-2	.	5	-0.2	1.6
COc1ccccc1-n1c(SCC(=O)O)nnc1-c1ccc(S(=O)(=O)N2CCCCC2)cc1	2	2	0	-6	-23	-7	5	2.7	0.3
CCOc1cc(C2NN=C(c3ccccc3)S2)ccc1OCc1ccc(F)cc1 (centres undefined)	2	2	5	-13	16	-39	2	-1.9	0.8
CCc1cc2c(SCC(=O)C(C#N)=C3N(C)c4ccccc4N3C)ncnc2s1	3	-1	-2	-4	-11	-7	-1	2.3	1.3
Cc1cc(=O)n2cccc(O)c2n1	2	2	1	-1	-9	1	-2	0.1	1.4
CC(/C=C\c1cccnc1)=C/C(=O)O	3&2	2&0	3&-19	-16&4	6&-10	-7&-4	1&-2	-0.1&0.1	0.0&1.6
CC(=O)c1cc2c(cc1NC(=O)CN1CCN(C(=O)c3ccco3)CC1)OCO2	1	-2	.	-10	-2	.	2	-0.5	1.2
O=C(Cc1cc(=O)[nH][nH]1)N/N=C/c1c(Cl)cccc1Cl	2&9	1&8	-1&3	13&2	-15&-2	-2&-13	-2&5	-1.0&2.2	1.0&1.0
CCOC(=O)C(=CNc1ncccc1C)C(=O)OCC	-2	0	8[fluorescence artefact?]	3	-8	0	-1	-1.4	0.2
Cc1ccc(NC(=S)N(CCN(C)C)C(C)c2cccnc2)c(C)c1 (centres undefined)	0	-1	2	4	6	-14	3	-2.5	0.1
CC1=NN(c2ccccc2)C(=O)/C1=C\c1cn(CCC#N)nc1-c1ccc(Cl)cc1	2	-1	0[fluorescence artefact?]	-7	6	-2	1	0.5	-0.2
COc1ccc(-n2c(SCC#N)nc3ccccc3c2=O)cc1	7	0	-2	15	-3	-3	-1	-0.8	-0.5
O=C(/C=C/c1ccco1)NC(=S)Nc1ccc(Cl)cn1	5	2	3	-1	12	5	1	-2.2	-0.1
C=CCOc1ccc(CN(C)Cc2nc3cc(C(F)(F)F)ccc3c(=O)[nH]2)cc1	7	-2	-2	-24	9	11	7	-0.5	0.7
CCOC(=O)C(C)Sc1ccc2nnc(-c3ccc(F)cc3)n2n1 (centres undefined)	9	0	51*	-4	-13	-25	4	0.8	-0.5
Cc1nc(NCc2ccccc2)sc1C(=O)Nc1ccccc1	0	1	-4	9	-24	-15	1	2.0	0.4
O=C(c1ccc(Cl)cc1)c1ccc(OCC(O)CN2CCCCC2)cc1 (centres undefined)	8	-1	6	-11	16	-8	2	-0.4	-2.1
Cc1c(C)c2cc(Cl)c(OCc3nn[nH]n3)cc2oc1=O	2	-1	2	-15	-7	-8	3	0.0	-0.3
O=C(NCCN1CCOCC1)c1csc2c1CCCC2	3	2	3	-15	-16	-15	1	-0.3	-0.3
Cc1ccc(-n2ncc(N(C)C)c(Cl)c2=O)cc1	11	1	7	-4	-6	-38	4	-1.1	0.4

compound	BaF3 tox	Wee1 stabilizer	eIF4E 4G PPI	NPY2 pot ag	S1P4 antag	Mdm2 ligase inh	Ba/F3 V617F tox	S1P4 ag	PERK inhibitor
COC(=O)c1ccc(NC(=O)CN(C)S(=O)(=O)c2ccc(OC)c(C)c2)cc1	3	-4	-3	-6	-20	-16	-1	-0.9	-1.3
Cn1c(C(=O)Nc2ccc3c(c2)OCCO3)cc2sccc21	3	16*	-1	1	5	-19	-1	0.4	0.0
Cc1ccc(-n2nnnc2SCC(=O)c2cc(C)n(-c3cc(C)on3)c2C)c(C)c1	-1	8	0	-23	15	-21	0	0.2	-0.4
Cc1ccc(S(=O)(=O)N(CCCO)Cc2cc3c(C)ccc(C)c3[nH]c2=O)cc1	3	2	-3	12	-5	-17	0	2.4	-0.5
O=C(CCn1nnc2ccccc2c1=O)NCC1CCC(C(=O)O)CC1 (centres undefined)	1	-3	2	-9	-3	-4	0	-1.6	0.8
COc1cccc(-n2c(C)c3c(OC)cccc(=O)c3c2C)c1	7	0	-2	3	-7	-4	0	4.2	-0.6
O=C1c2ccccc2C(O)N1c1ccc(Cl)cc1 (centres undefined)	0	-2	2	1	-8	-4	-1	-1.6	-0.2
CCCCC(=O)/C=C/n1c(=S)oc2ccccc21	5	-2	-4	11	-14	69*	-1	0.9	0.8
CCOc1c(Br)cc(CNc2ccc(N3CCOCC3)cc2)cc1OC	-1	-4	-9	11	-6	.	-2	0.3	0.8
COC(=O)c1ccc(-c2nc3cc(N)ccc3o2)cc1	2	0	2[fluorescence artefact?]	-10	1	-28	-5	1.3	-0.3
O=C(CCc1ccccc1)N1CCN(CCO)CC1	8	1	-4	17	-15	-20	-1	0.3	1.4
Cc1cc(C)nc(-n2ncc3c2CC(c2cccc(Cl)c2)CC3=O)n1 (centres undefined)	2	1	1	-27	-37	-12	-3	2.9	-0.7
COc1ccc(NC(=O)CCCCCN2C(=O)CCC2=O)cc1Cl	4	6	2	6	-13	-8	-2	4.0	0.1
O=C(OCC(=O)N1CCN(C(=O)c2ccco2)CC1)c1sc2cc(F)ccc2c1Cl	1	2	-4	11	-27	-5	-1	-0.1	1.2
CC(=O)Oc1c(C(=O)c2nnc(C)o2)c(=O)n(C)c2ccccc12	2	1	17	19	-6	3	-5	0.0	0.1
CCOc1c(C#N)c(C#N)c2nc(C)cc(C)n12	2	1	-4	-3	-4	-15	0	-0.5	0.1
CCOc1ccc(Nc2nc(Cc3nnc(SCC(=O)N(CC)CC)n3C)cs2)cc1	1	0	-4[fluorescence artefact?]	0	6	-9	-2	0.3	-0.5
CC1=C(C(=O)OC(C)C)C(c2ccco2)NC(=O)N1 (centres undefined)	2	0	-7	2	-5	-9	-2	0.5	1.3
CCCCC(=O)N(c1ccc(C)c(C)c1)C1C=CS(=O)(=O)C1 (centres undefined)	3	-1	8	-2	-1	-14	1	0.8	0.2
COc1ccc(C)cc1NC(=O)C(=O)NNC(=O)COc1ccc(Cl)cc1	7	-2	-4	-18	-3	-10	-2	1.4	0.4

compound	BaF3 tox	Wee1 stabilizer	eIF4E 4G PPI	NPY2 pot ag	S1P4 antag	Mdm2 ligase inh	Ba/F3 V617F tox	S1P4 ag	PERK inhibitor
O=C(N/N=C/c1ccc2c(c1)OCO2)c1ccc2ccccc2n1	1	-3	5	-31	1	-19	-4	-1.7	-0.5
CCOC(=O)c1nnn(CC(=O)Nc2ccccc2)c1C(=O)OCC	5	2	0	2	3	-3	-1	0.5	0.8
COc1ccc(/C=N/NC(=S)Nc2ccccc2[N+](=O)[O-])cc1O	18	3	-34	4	-11	-21	15	0.7	-0.2
CC(C)N(C(=O)N1CCC(c2nc(-c3ccncc3)no2)CC1)C(C)C	2	-1	0[fluorescence artefact?]	8	3	-9	-3	-2.8	-1.1
Cc1ccc(N2C(=O)CC(Sc3ncccc3C(=O)O)C2=O)cc1 (centres undefined)	12	4	2	-7	-20	-22	4	-1.3	0.6
O=C(CN1C(=O)c2ccc([N+](=O)[O-])cc2C1=O)Nc1nccs1	11	-1	0	-9	-1	-14	3	-2.0	-0.3
CCOCCCn1c(=N)c(C(=O)NCCN2CCOCC2)cc2c(=O)n3cccc(C)c3nc21	5	0	4	4	-22	-16	3	5.5	-0.9
COC1(OC)N=C(N)C2(C#N)C(c3ccc4c(c3)OCO4)C12C#N (centres undefined)	0	6	-2	5	4	.	-5	1.0	0.0
